Bioassay records from PubChem.
KB-V1 cytotox: kills drug-selected multidrug resistant KB-V1 cells; KB-V1 MDR cells viability, CellTiter-Glo, 72 h; Potency, µM (series often up to 46.1 µM), without a hit: at the top dose activity change, negative = cytotoxicity, hits mostly cytotoxic; 400,000 tested, 3.4% active; AID 1347076; further: potency means the concentration at half of the fitted maximal effect; on the % scale 0 is the no-effect control and ±100 the full control effect; nearly all actives have a fitted effect of over 60% in size
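Luminescent ATP read-out (CellTiter-Glo, 10 min) measures survival of drug-selected KB-V1 MDR cells after 72 h, 37 degrees C compound exposure. Medium: phenol-red-free DMEM, 10% FBS. Values from fitted concentration-response curves.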
aSyn rescue: inhibitors of alpha-synuclein toxicity in yeast | Yeast expressing alpha-synuclein, growth rescue, BacTiter-Glo, 24 h | 370,000 tested, 0.14% active | AID 652106 | Potency, µM (titrated, usually from 46.1 µM), without a hit: at the highest dose growth rescue (activation), most hits filed as activators; further: potency means the concentration at half of the fitted maximal effect; % of control where 0% means no effect; nearly all actives have a fitted effect of over 65% in size
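Screening used galactose-induced yeast with toxic alpha-synuclein levels, exposed to compound for 24 hr at 30 deg C. Cell growth, read with BacTiter-Glo luminescence, gave the measured signal.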
DRD3 agonist: agonists of human D3 dopamine receptor | P35462 | D3R DiscoveRx beta-arrestin cells, luminescence, 90 min | max activation, % | 410,000 tested, 0.58% active | AID 652048; in the data active means max activation above about 30%; further: 0% is about no effect; mostly tested at two doses, the higher about 12 µM
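Cells at 1500/well, incubated overnight, then treated with pinned compounds (dopamine as control) for 90 min at 37 degrees C. DiscoveRx reagent added for 30 - 60 minutes at room temperature; luminescence read.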
PTHR1 ag: PTHR1 (human) receptor agonism; Q03431; HEK293 GP2 PTHR1 cells, GloSensor cAMP luminescence, 1 h; Potency, µM (doses to about 115 µM), inactives show at the highest dose activation, most hits filed as activators; 410,000 tested, 0.075% active; AID 743266; further: potency means the concentration at half of the fitted maximal effect; nearly all actives have a fitted effect of over 55% in size; some results filed as inactive show a strong effect at the top dose; inactives centre near -15; many of its hits are not listed in these tables
Target sequence (Q03431 whole entry, looked up): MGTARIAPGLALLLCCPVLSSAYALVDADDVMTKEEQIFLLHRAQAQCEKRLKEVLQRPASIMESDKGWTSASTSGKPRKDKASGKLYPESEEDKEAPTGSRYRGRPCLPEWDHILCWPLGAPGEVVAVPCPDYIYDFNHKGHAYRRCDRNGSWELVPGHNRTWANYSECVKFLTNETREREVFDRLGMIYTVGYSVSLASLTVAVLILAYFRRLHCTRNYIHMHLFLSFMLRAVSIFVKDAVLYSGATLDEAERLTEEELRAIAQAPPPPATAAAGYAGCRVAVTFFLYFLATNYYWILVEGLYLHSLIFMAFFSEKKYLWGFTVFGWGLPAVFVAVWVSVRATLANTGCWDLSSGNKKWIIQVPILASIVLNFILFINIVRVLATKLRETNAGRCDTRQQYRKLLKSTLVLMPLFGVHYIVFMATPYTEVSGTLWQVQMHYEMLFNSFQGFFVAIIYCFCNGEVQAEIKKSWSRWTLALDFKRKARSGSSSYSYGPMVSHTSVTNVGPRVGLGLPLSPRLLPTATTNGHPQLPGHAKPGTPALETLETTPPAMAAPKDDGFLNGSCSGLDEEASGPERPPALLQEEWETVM
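HEK-293-derived GP2 cells expressing PTHR1 and a GloSensor cAMP reporter, 3,000/well, plated overnight, given luciferin plus IBMX (each 0.5 mM as added) for 1 h at 37 °C, then compound for 1 h at 37 °C. Luminescence was read after 15 min at room temperature.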
GLP1R ag: activates the human GLP-1 receptor; Potency, µM (doses to about 45.6 µM), without a hit: at the highest dose activation, usual class: activators; 380,000 tested, 0.007% active; P43220; HEK293 GLP-1R CRE-luciferase, luminescence, 4-6 h; cells express a hypersensitive GLP-1R form; further: potency means the concentration at half of the fitted maximal effect; % of control where 0% means no effect
Target sequence (P43220 whole entry, looked up): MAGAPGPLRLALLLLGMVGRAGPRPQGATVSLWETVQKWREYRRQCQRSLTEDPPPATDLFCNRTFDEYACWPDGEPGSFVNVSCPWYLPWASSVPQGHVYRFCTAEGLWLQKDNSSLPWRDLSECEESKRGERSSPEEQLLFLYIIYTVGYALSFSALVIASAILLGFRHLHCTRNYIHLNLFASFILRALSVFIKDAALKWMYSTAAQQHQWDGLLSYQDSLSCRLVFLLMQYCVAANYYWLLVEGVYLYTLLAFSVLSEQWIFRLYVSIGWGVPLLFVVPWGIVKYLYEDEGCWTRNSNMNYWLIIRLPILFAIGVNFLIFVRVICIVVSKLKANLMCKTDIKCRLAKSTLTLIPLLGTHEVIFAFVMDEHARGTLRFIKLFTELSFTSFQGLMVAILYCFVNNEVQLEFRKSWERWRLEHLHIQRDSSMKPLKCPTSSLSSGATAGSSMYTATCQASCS
TDP-43 yeast inh: rescues yeast growth from TDP-43 toxicity. TDP-43 expressing yeast growth rescue, BacTiter-Glo, 24 h. Potency, µM (doses to about 46.1 µM), for the others: at the highest dose growth rescue (activation), usual class: activators. 410,000 tested, 1.8% active; further: potency means the concentration at half of the fitted maximal effect; % of control where 0% means no effect; nearly all actives have a fitted effect of over 50% in size
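Galactose-induced TDP-43 yeast, OD600=0.02, compound pinned; 24 hr, 30 deg C; BacTiter-Glo luminescence for growth. Inhibitors of TDP-43 toxicity read as activators.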
DRD3 antagonist: blocks the human D3 dopamine receptor; P35462; D3R cells, DiscoveRx beta-arrestin luminescence, antagonist mode; stronger effect = lower value; max response, negative = inhibition, %; 360,000 tested, 2.5% active; AID 652054; in the data active means max response below about -50%; inconclusive means no clear call, values can overlap the other calls; further: on the % scale 0 is the no-effect control and ±100 the full control effect; mostly tested at two doses, the higher about 12 µM
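Cells plated overnight at 1500 cells/well, then exposed to library compounds with dopamine controls for 90 minutes at 37 degrees C. DiscoveRx reagent added for 30–60 minutes at room temperature; luminescence read, quantitative HTS format.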
GLP1R cytotox: cytotoxic in the GLP-1 receptor inverse agonist counter-screen; HEK293 cAMP-luciferase reporter cells, luminescence, 24 h; Potency, µM (series often up to 38.3 µM), without a hit: top-dose activity change, negative = inhibition, usual class: inhibitors; 410,000 tested, 0.13% active;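 further: loss of luciferase light is scored as toxicity; potency means the concentration at half of the fitted maximal effect; on the % scale 0 is the no-effect control and ±100 the full control effect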
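Seeding density was 200 cells/uL; after overnight-length (12 h) culture, 23 nL compounds went on for 24 h at 37 °C. Readout used a luciferase detection reagent, luminescence taken after 12 min at room temperature.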
GLP1R inv ag: inverse agonists of human GLP-1 receptor. 410,000 tested, 1.6% active. HEK293 GLP-1R CRE-luciferase, luminescence, 24 h; GLP-1R form is constitutively active. Potency, µM (series often up to 38.3 µM), for the others: top-dose activity change, negative = inhibition, most hits filed as inhibitors; further: potency means the concentration at half of the fitted maximal effect; on the % scale 0 is the no-effect control and ±100 the full control effect; nearly all actives have a fitted effect of over 55% in size
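Inverse agonism was detected as reduced cAMP-driven luciferase luminescence after 24 h compound treatment. The cells were HEK293 clones expressing constitutively active human GLP-1R with the reporter. Reporter-only and GPR119 cell lines served as counterscreen controls.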
* hit, by the source's call; i = inactive; ? = inconclusive; · = not tested or not shown; & = joins results of further samples; [ ] = another dose, or the depositor's remark. Unless noted, the call rests on the fitted dose curve; in most records, active means well fitted curve in the direction sought with a large enough effect; inconclusive means small, poorly fitted or top-dose-only effect, or another doubt; inactive means no such curve, though single readings can be large; an effect the other way counts as inactive or inconclusive. These rows are one share of the data; count on the stated rates, not on these rows.

Molecule,GLP1R inv ag,DRD3 agonist,DRD3 antagonist,GLP1R ag,aSyn rescue,PTHR1 ag,GLP1R cytotox,TDP-43 yeast inh,KB-V1 cytotox
COc1ccc(CCNC(=O)CN2CCC(n3nnc4cc(F)ccc43)CC2)cc1OC,40.6%[activator],-22.5,?,15.7%,5.5%,-24.3%[57.5 µM],-15.6%,-0.5%,?
COCCNc1nc(N)c([N+](=O)[O-])c(NCc2ccccc2)n1,76.6%[activator],-4.8,-1.2,?,7.9%,i,-8.3%,5.3%,0.0%
O=C(NCc1ccccc1)C1=C[C@@H](c2ccc3c(c2)OCO3)C[C@@H](OCCCCO)O1,0.9%,-18.9,11.8,4.4%,0.1%,i,-42.5%,4.3%,-4.6%
O=C1CC(c2ccco2)CC2=C1C=Nc1ccccc1N2 (stereo not drawn),-0.4%,2.6,14.2,18.3%,3.6%,-37.3%[inhibitor][57.5 µM],-2.1%,?,-17.8%
Cc1ccc(C)c(N(C)C(=O)c2ccc3c(=O)n4c(nc3c2)CCCCC4)c1,?,-2.0,-6.8,-4.5%,0.0%,i,-9.2%,9.0%,-15.0%
COc1ccccc1NC(=O)C(C)OC(=O)c1cccc(-n2cnnn2)c1 (stereo not drawn),39.4%,5.3,6.9,24.1%,6.4%,i,3.4%,1.5%,7.9%
Cc1sc2ncnc(SCc3ccc(C(=O)O)cc3)c2c1C,41.2%[activator],6.2,-5.8,-2.5%,-4.1%,-72.6%[inhibitor],-1.1%,-9.1%,13.4%
COc1ccc(N2CCN(C(=O)C3CCN(C(=O)c4ccccc4Cl)CC3)CC2)cc1,0.6%,5.0,-7.7,10.6%,0.3%,i,2.4%,-7.5%,-0.4%
COc1ccc(S(=O)(=O)N2CCN(c3ccccc3OC)CC2)cc1-c1noc(C)n1,2.6%,-25.8,·,·,-3.0%,-6.1%,-2.8%,-17.2%,·
O=C(NCCc1ccc(F)cc1)C1CCC(=O)N(CC2CCCCC2)C1 (stereo not drawn),8.4%,-6.2,3.8,-4.1%,2.2%,i,2.4%,20.1%,?
CCN(CC)CCCNC(=O)c1cc2c(Cl)nc3ccccc3c2s1,?,-27.6,-53.6*,-4.6%,0.8%,7.5%,?,-8.6%,?
Cc1nn(-c2ccc(Cl)cc2)c(Cl)c1/C=N/NC(=O)c1ccc(NS(=O)(=O)c2cccs2)cc1,?,0.1,-19.3,3.4%,-9.2%,-2.3%,-25.0%,-1.4%,-1.3%
CC(SC(C)C(=O)NN=Cc1c[nH]c2ccccc12)C(=O)NN=Cc1c[nH]c2ccccc12 (stereo not drawn),-9.1%,5.7,12.9,3.2%,0.8%,i,0.1%,1.3%,17.1%
CC(=O)N1c2ccc(S(=O)(=O)N3CCC(C(=O)NCc4ccc(Cl)cc4)CC3)cc2CC1C (stereo not drawn),-21.3%,8.0,15.5,3.4%,-1.1%,-41.0%[inhibitor],12.7%,1.9%,3.3%
O=C(c1cc(C2CC2)nn1-c1ccccc1)N1CCN(S(=O)(=O)c2c(F)cccc2F)CC1,?,-4.6,0.0,20.6%,11.0%,-10.5%,-14.3%,8.9%,?
CC(=O)OC1=CN(Cc2ccccc2)S(=O)(=O)c2ccccc21,-18.1%,1.9,·,·,·,-7.3%,3.0%,0.0%,4.2%
O=C(Nc1nc(-c2ccccc2)cs1)C1CCCO1 (stereo not drawn),2.0%,5.2,-90.8*,0.1%,13.4%,i,1.5%,0.8%,-5.7%
COc1ccc(-c2nc3cc(C(C)C)ccc3o2)cc1NC(=O)COc1ccc(C)cc1C,0.7%,0.0,·,·,·,-3.3%,0.1%,23.0%,3.1%
Cc1ccc(S(=O)(=O)Nc2ccc(N3CCOCC3)cc2)cc1[N+](=O)[O-],12.1%,6.1,8.4,2.3%,14.8%,-18.3%,16.4%,5.3%,?
Cc1ccccc1C(=O)N1CCN(c2ccc(NC(=O)c3ccc([N+](=O)[O-])o3)cc2)CC1,47.0%[activator],-9.4,-71.6*,5.7%,-1.2%,-21.4%,-12.2%,-11.1%,?
CCN(CC)C(=O)Cn1cc(SCC(=O)NC2CCCC2)c2ccccc21,-7.3%,4.3,1.6,0.5%,0.2%,i,-5.3%,-22.6%,?
O=S(=O)(Cc1ccc(Cl)cc1)N1CCCCCC1,?,-0.5,6.9,-4.2%,8.0%,-67.7%[inhibitor],-1.3%,17.6%,-9.8%
O=C1CCC[C@@H]2C[C@@]3(C[C@@H]4CCN1[C@H]24)Nc1cc([N+](=O)[O-])ccc1NC3=NC1CCCCC1,18.5%,-42.9,?,4.0%,-5.7%,13.5%,-5.0%,-10.5%,0.0%&-6.9%
NC(=S)N/N=C/c1ccc2ccccc2c1,5.62µM*,-1.8,?,-0.9%,-3.2%,i,3.16µM*,?,?
COc1ccc2c(c1)CCC1C2CCC2(C)C(O)C(=O)CC12 (stereo not drawn),-0.9%,1.4,-12.5,0.4%,8.7%,-18.7%,-0.1%,?,29.8%
C/C(CC1(O)C(=O)Nc2ccccc21)=N\O (stereo not drawn),-3.0%,5.3,?,-1.5%,-1.0%,i,35.3%[activator],0.5%,19.4%
COc1cc(/C=C/C(=O)Nc2cccc(S(=O)(=O)NC3=NCCCCC3)c2)ccc1OCC#N,-6.3%,-5.2,-19.3,-1.1%,-23.6%,i,8.6%,-37.4%,1.0%
Cc1ccc(C(=O)NCC(=O)OCC(=O)Nc2ccccc2C#N)s1,8.1%,4.8,10.0,-4.1%,0.1%,-48.5%[inhibitor],2.1%,10.9%,0.5%
CC(C)(C)c1nnc(NC(=O)Nc2ccc(Cl)cc2)s1,-6.2%,15.5,2.5,5.1%,0.6%,-4.5%,-3.0%,-5.0%,-29.8%
CC(=O)NC12CC3CC(C1)CC(C(=O)N1CCN(S(=O)(=O)c4ccc([N+](=O)[O-])cc4)CC1)(C3)C2,-7.3%,0.3,-11.1,8.6%,-0.5%,i,-19.5%,12.8%,9.2%
Cc1cc(C(=O)OCC(=O)NC2CCCCC2C)c2ccccc2n1 (stereo not drawn),-8.7%,-19.4,4.1,0.1%,-0.8%,-52.4%[inhibitor],-6.3%,?,-32.7%
COc1ccc(F)cc1CN1CCN(C(=O)c2ccc(S(=O)(=O)N3CCCCCC3)cc2)CC1,-11.8%,-0.6,-0.4,7.1%,3.9%,-38.2%[inhibitor],3.3%,13.4%,-8.4%

Profiles from above. Order of values: GLP1R inv ag, DRD3 agonist, DRD3 antagonist, GLP1R ag, aSyn rescue, PTHR1 ag, GLP1R cytotox, TDP-43 yeast inh, KB-V1 cytotox
COc1ccc(N2CCN(C(=O)C3CCN(C(=O)c4ccccc4Cl)CC3)CC2)cc1 reads 0.6%, 5.0, -7.7, 10.6%, 0.3%, i, 2.4%, -7.5%, -0.4%
Cc1ccc(C)c(N(C)C(=O)c2ccc3c(=O)n4c(nc3c2)CCCCC4)c1 reads ?, -2.0, -6.8, -4.5%, 0.0%, i, -9.2%, 9.0%, -15.0%
NC(=S)N/N=C/c1ccc2ccccc2c1 reads 5.62µM*, -1.8, ?, -0.9%, -3.2%, i, 3.16µM*, ?, ?
Cc1nn(-c2ccc(Cl)cc2)c(Cl)c1/C=N/NC(=O)c1ccc(NS(=O)(=O)c2cccs2)cc1 reads ?, 0.1, -19.3, 3.4%, -9.2%, -2.3%, -25.0%, -1.4%, -1.3%

New compounds follow
Molecule,GLP1R inv ag,DRD3 agonist,DRD3 antagonist,GLP1R ag,aSyn rescue,PTHR1 ag,GLP1R cytotox,TDP-43 yeast inh,KB-V1 cytotox
O=C(NCc1ccc(F)cc1)C(c1ccc(F)cc1)N(C(=O)c1csnn1)C1CC1 (stereo not drawn),-11.3%,2.9,0.8,2.2%,-1.2%,i,0.4%,2.1%,28.6%
Cc1ccc(/C=N\NC(=O)c2cc(OCC(F)(F)F)ccc2OCC(F)(F)F)cc1,-14.5%,-5.6,-0.3,-11.5%,-0.8%,-2.8%,-6.5%,11.6%,-23.2%
O=C(CN1C(=O)NC2(CCCC2)C1=O)Nc1ccc(Cl)cc1F,8.7%,1.0,-1.1,7.7%,-9.4%,i,1.7%,-10.9%,-24.7%
CC(=O)Nc1c(O)nc(SCc2ccccc2C#N)[nH]c1=O,19.1%,8.5,-51.0*,0.9%,5.4%,i,-6.7%,5.9%,27.3%
O=C(c1ccc(Cl)cc1)N1CCCOC1,3.9%,-3.1,0.0,-8.7%,-2.9%,i,3.6%,-9.1%,13.0%
Cc1nc2ccccc2c(=O)n1/N=C/c1ccc(F)cc1,12.4%,3.9,26.3,-1.1%,0.8%,i,0.6%,3.5%,14.4%
CC(C)[C@H](NC(=O)[C@@H]1CSC2c3ccccc3C(=O)N21)C(=O)NCC1CCCO1 (stereo partly drawn),-1.9%,-8.6,1.2,-6.9%,7.6%,i,-1.4%,0.0%,6.1%
Oc1ccccc1C1=Nc2nc3ccccc3n2C(c2ccccc2)C1 (stereo not drawn),?,-8.8,22.9,-10.7%,-9.5%,-5.7%,13.7%,1.3%,-7.4%
CC(=O)NCC(=O)OCC(=O)c1ccc(Cl)cc1,3.2%,0.1,0.4,0.5%,0.3%,i,-2.3%,8.2%,?
CC1CCCCN1C(=O)COC(=O)CNC(=O)c1sc2ccccc2c1Cl (stereo not drawn),-5.3%,-0.6,2.9,8.4%,5.1%,-7.2%,-3.4%,0.0%,0.0%
CCOc1ccc(/C=N/N(C)c2ccccc2)cc1OC,-29.0%,0.8,-53.5*,22.2%,-30.2%[inhibitor],-10.2%[57.5 µM],-9.5%,8.8%,24.7%
